Source: PubChem (Broad Institute)
CAL PDZ FP-1: inhibitors of human CAL PDZ peptide binding; inhibition, % at 20 µM; purified CAL PDZ, TMR-peptide fluorescence polarization, 1 h; AID 504414; 330,000 compounds, 0.02% hits;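 active = highest replicate inhibition of at least 40%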;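 note: plate controls were DMSO neutral control wells for no effect and unlabeled competitor peptide control wells for full effect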
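Assay system – tagged CAL PDZ protein CerCALP, purified · Timing – 1 h at RT · Compound – single point, 20 µM · Measured by – fluorescence polarization from S- and P-plane intensities, G-factor corrected · Evaluation – inhibition from polarization loss · Probe or stimulus – TMR reporter peptide T*-PRC34 · Buffer or medium – pH 7.4 phosphate-saline buffer, reducing agent, detergent, IgG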
PvdQ inh: P. aeruginosa PvdQ acylase inhibition. purified PvdQ acylase, fluorescence plate reader. inhibition, % at 10 µM. 340,000 compounds, 0.063% hits. AID 488965; in the data active = inhibition above about 30%, passing the limit was not always enough;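 note: 0% = vehicle neutral wells and 100% = reference inhibitor wells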
Rtt109 Vps75: C. albicans Rtt109 histone acetyltransferase inhibition | Q5AAJ8 | purified Rtt109/Vps75, ThioGlo CoA-SH fluorescence, 4 h | inhibition, % at 34.9 µM | 330,000 compounds, 0.16% hits;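 active = inhibition of at least 50% in every replicate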
SR-BI uptake up: activators of SR-BI mediated HDL lipid uptake | activation, % at 12.5 µM | 320,000 compounds, 0.096% hits | CHO ldlA[mSR-BI] cells, DiI-HDL uptake fluorescence, 3 h; 100 = double the neutral-control signal;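 active = mean replicate activation of at least 60% and every replicate at or above 60%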;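 note: 0% = median plate neutral-control signal and 100% = twice that signal; values of inactives mirror those of a sister screen read the other way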
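Material: SR-BI-overexpressing, LDLR-lacking CHO cells | Dosing: Single compound concentration, delivered by pin transfer | Probe or stimulus: Labelled HDL, 10 µg/mL | Signal: Bottom-read cell fluorescence after medium removal, ex 550/em 595 nm | Schedule: 3 h, 37 °C | Evaluation: HDL uptake via cellular fluorescence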
NSD2 inh: NSD2 (human) methyltransferase inhibition; O96028; NSD2 peptide methylation, AlphaScreen, 120 min; inhibition, % at 12.5 µM; 310,000 compounds, 0.54% hits; AID 743445; in the data active = inhibition above about 50%
MITF TRPM1 HTS: increases MITF-driven TRPM1 promoter luciferase signal. SK-MEL-5 TRPM1-promoter luciferase, 24 h; % of positive control, neutral wells = 0. activation, % at 12.5 µM. 300,000 compounds, 0.75% hits. AID 588334;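 active = mean activation of at least 80% with every replicate also reaching 80%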;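 note: 0% = neutral control wells and 100% = parthenolide positive control wells; values of inactives mirror those of a sister screen read the other way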
SR-BI HDL uptake: blocks mouse SR-BI lipid uptake from DiI-HDL; Q61009; ldlA[mSR-BI] CHO cells, DiI-HDL uptake fluorescence, 3 h; inhibition, % at 12.5 µM; 320,000 compounds, 0.96% hits;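 active = mean replicate inhibition of at least 70% and a set share of replicates each scoring 70 or more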;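 note: 0% = median of neutral control wells and 100% = median of positive control wells; values of inactives mirror those of a sister screen read the other way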
Target sequence (Q61009 whole entry, looked up): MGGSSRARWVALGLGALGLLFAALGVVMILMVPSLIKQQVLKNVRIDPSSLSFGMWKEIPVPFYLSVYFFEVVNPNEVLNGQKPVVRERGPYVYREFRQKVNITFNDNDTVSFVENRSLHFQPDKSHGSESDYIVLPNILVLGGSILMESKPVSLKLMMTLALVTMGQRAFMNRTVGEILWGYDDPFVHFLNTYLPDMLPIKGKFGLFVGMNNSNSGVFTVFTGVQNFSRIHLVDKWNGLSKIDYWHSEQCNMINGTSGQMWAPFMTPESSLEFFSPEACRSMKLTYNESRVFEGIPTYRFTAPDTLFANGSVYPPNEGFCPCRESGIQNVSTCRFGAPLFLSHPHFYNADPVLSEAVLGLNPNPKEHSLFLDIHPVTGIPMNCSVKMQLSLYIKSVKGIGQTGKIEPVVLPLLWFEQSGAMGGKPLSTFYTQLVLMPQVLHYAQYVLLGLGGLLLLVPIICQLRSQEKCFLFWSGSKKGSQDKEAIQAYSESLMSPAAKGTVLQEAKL
PfHsp90 set2: growth inhibition of yeast expressing Plasmodium Hsp90; inhibition, % at 9.4 µM; 310,000 compounds, 0.32% hits; S. cerevisiae expressing PfHsp90, BacTiter-Glo ATP, 48 h; yeast lacking PDR1 and PDR3 efflux regulators;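 active = every replicate shows inhibition above about 80%, whatever the replicate mean, limit read from the data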;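 note: 0% = DMSO neutral controls and 100% = 20 µM radicicol positive controls; yeast relying on Plasmodium falciparum Hsp90 in place of its own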
CAL PDZ FP-2: blocks peptide binding to the human CAL PDZ domain; Q9HD26; purified CAL PDZ, TMR-peptide fluorescence polarization, 1 h; inhibition, % at 24.9 µM; 300,000 compounds, 0.92% hits; AID 602252;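 active = mean inhibition of at least 30% with at least half of replicates also reaching 30%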;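 note: 0% = DMSO neutral control and 100% = excess unlabeled competitor peptide PRC23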
dFosB act: enhances mouse delta FosB homodimer DNA binding; P13346; purified delta FosB, TAMRA-CDK5 oligo fluorescence polarization; percent of positive-control signal above neutral wells; activation, % at 25 µM; 340,000 compounds, 0.99% hits;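 active = mean activation above about 17%, with every replicate also reaching it, limit read from the data, passing the limit was not always enough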;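 note: fluorescence polarization rise as delta FosB binds a TAMRA Cdk5 AP-1 oligo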
Target sequence (P13346 whole entry, looked up): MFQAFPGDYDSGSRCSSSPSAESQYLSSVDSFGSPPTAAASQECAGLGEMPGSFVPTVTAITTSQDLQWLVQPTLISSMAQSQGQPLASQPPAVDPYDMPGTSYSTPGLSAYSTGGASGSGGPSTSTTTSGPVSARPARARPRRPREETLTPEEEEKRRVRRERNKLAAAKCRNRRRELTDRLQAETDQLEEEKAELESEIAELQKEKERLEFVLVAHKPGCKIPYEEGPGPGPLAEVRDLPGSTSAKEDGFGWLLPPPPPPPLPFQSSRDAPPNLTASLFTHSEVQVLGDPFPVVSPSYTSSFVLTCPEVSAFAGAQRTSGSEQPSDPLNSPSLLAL
Active calls of the source: *; x = not tested or not shown; & = joins results of further samples; ! = not active in a repeat.

SMILES	CAL PDZ FP-1	PvdQ inh	Rtt109 Vps75	SR-BI uptake up	NSD2 inh	MITF TRPM1 HTS	SR-BI HDL uptake	PfHsp90 set2	CAL PDZ FP-2	dFosB act
O=C(CN1C(=O)S/C(=C\c2ccc(F)cc2)C1=O)NCCCn1ccnc1	-2.3	-11	-1	2	9	-5	-2	-28	-3	-13
c1ccc(-c2csc(-c3ccc(-c4csnn4)cc3)n2)cc1	-1.4	-6	-6	-35	-2	66	35	-18	x	0
COc1ccc(NC(=O)c2ccc(CNc3c(NC4CCCCC4)c(=O)c3=O)cc2)cc1OC	0.0&-1.2	-11&-7	0&3	-78&-57	-1	-6&-2	78*!	-11&-18	-1&-4	4&2
CCOC(=O)N1CCN(C(=O)Nc2ccc(Cl)cc2)CC1	x	-13	7	-10	0	7	10	10	-5	5
Cc1ccc(Sc2ncccc2C(=O)O)cc1C	-2.0	-10	-3	13	-1	4	-13	9	-1	4
Cc1ccc2c(CC(=O)NCc3ccco3)coc2c1C	-0.3	2	-8	8	2	-9	-8	-2	-5	-2
CC1CCN(CC(O)Cn2c3ccccc3c3ccccc32)CC1 (stereo unspecified)	-1.2	-17	2	-2	3	x	2	37	-5	-5
Cc1csc(SCC(=O)NC2CCS(=O)(=O)C2)n1 (stereo unspecified)	0.3	8	9	11	-2	0	-11	-5	4	3
O=C(NC1CC1)C1=C[C@@H](c2ccccc2)C[C@@H](OCc2ccc(CO)cc2)O1	-1.0	-11	-1	-13	x	-4	13	-5	-4	1
O=C(CSc1nnc(-c2ccco2)n1Cc1ccco1)Nc1ccccc1	-0.8	-13	10	16	2	1	-16	-14	-8	-6
COc1cc(C(=O)NCCOc2ccccc2C)c(Br)c(OC)c1OC	-0.5	-12	-11	-29	-1	6	29	8	-4	1
COC(=O)C1=C(C)N(Cc2ccco2)C(=O)N[C@@H]1c1cccc(C(F)(F)F)c1	0.5	-6	1	8	x	7	-8	-2	-3	-10
COC(=O)c1[nH]c(C)c(/C(O)=C2\C(=O)C(=O)N(CCN3CCOCC3)C2c2ccccc2OC)c1C (stereo unspecified)	-0.1	-8	6	16	-2	1	-16	42	-1	0
Cc1ccc(NC(=O)C2CCN(S(=O)(=O)c3ccc(Cl)c(C(F)(F)F)c3)CC2)nc1	-0.6	-15	2	-35	-1	0	35	17	5	-8
COc1ccc(-c2cc(C#N)nc(Oc3ccc(Cl)cc3)n2)cc1	-1.3	2	3	-55	-2	10	55	-6	-5	1
CCC(C)[C@@H]1NC(=O)N(CCCN2CCCC2=O)C1=O (stereo partly specified)	-0.4	6	-13	35	-2	1	-35	-10	-5	0
COCCN(CCOC)Cc1cc(=O)oc2cc3c(cc12)CCC3	x	-17	4	-10	-3	x	10	x	-4	-4
COc1ccc(CCc2nnc(CCC(=O)N(C)Cc3ccncc3C)o2)cc1	-0.6	-10	-7	7	-4	13	-7	-4	-1	6
O=C(COC(=O)/C=C/c1ccccc1)NCc1cccs1	-0.5	7	4	-3	1	3	3	25	-1	1
O=C(CCN1CCN(Cc2ccccc2)CC1)Nc1ccc(OCc2ccccc2)cc1	-0.6	1	16	-15	1	10	15	-6	-2	-5
Cc1cccc(OCC(=O)N(C)c2c(N)n(Cc3ccccc3)c(=O)[nH]c2=O)c1C	0.1	-11	8	16	24	6	-16	32	-1	-2
O=C(CSCC(=O)c1ccccc1)Nc1ccccc1Cl	-0.2	-15	-1	-4	3	0	4	16	-7	-5
COc1cc(Cl)c([C@@H]2C[C@H]3CN(c4ccccc4)C(=O)[C@]34CCCN24)cc1OC	-0.9	0	25	-18	1	-4	18	9	3	-1
COc1ccc(C)cc1NC(=O)CN1CCN(c2ccccc2F)CC1	-1.0	3	6	-19	1	0	19	7	3	-13
CC(/C=C\C=C\c1ccccc1)=N\NC(=O)c1cncc(Br)c1	-3.2	2	-7	-6	2	-16	6	-33	-1	-6
Cn1c(=O)[nH]c(=O)c2c1nc(N1CCCCC1)n2CC(O)CN1CCCCC1 (stereo unspecified)	-1.4	-11	2	12	2	11	-12	17	-1	-3
COc1ccc(/C=N/OC(=O)Nc2ccc(Cl)cc2)c(OC)c1	-0.6	9	x	-4	-5	9	4	-2	6	-4
COc1ccc(NC(=O)Cn2cnc3c(cnn3C(C)(C)C)c2=O)cc1OC	-1.2	-17	-5	15	8	5	-15	9	1	-9
O=C1CC(SCCO)C(=O)N1c1ccccc1 (stereo unspecified)	-0.1	13	0	7	3	7	-7	11	-2	-3
Cc1cc(NCCO)nc(-n2nc(C)cc2C)n1	-2.0	-25	4	11	0	6	-11	13	-25	1
Cc1cccc(N2C(=O)C3C4C=CC(CC4)C3C2=O)c1 (stereo unspecified)	-1.0	-1	0	27	-4	x	-27	14	-1	1
CCC1Oc2ccc(C)cc2N(CC(=O)NCCCN2CCN(Cc3ccccc3)CC2)C1=O (stereo unspecified)	-1.0	0	x	16	1	-13	-16	-7	-2	-9
C[C@H](NC(=O)c1ccccc1)C(=O)OCC(=O)Nc1ccc2c(c1)OCO2	-2.1	7	5	10	0	0	-10	19	x	-4
CCOc1ccccc1-c1noc(CCC(=O)Nc2cccnc2)n1	-2.5	-5	-1	16	-3	5	-16	-8	-3	2
CCOC(=O)c1sc(NC(=O)Nc2ccc(F)cc2)nc1C	-2.7	-8	1	-24	-1	103*	24	9	-2	-9
CCCN(CCC)C(=O)C1CCN(c2ccc(S(=O)(=O)N3CCOCC3)cc2[N+](=O)[O-])CC1	-2.6	-10	1	-1	6	-1	1	19	-2	-6
CC(C)n1c(NCc2nc3ccccc3n2C)nc2ccccc21	-1.6	-7	7	5	120*	x	-5	-3	-3	0
CC(=O)N1CCN(CC(=O)Nc2ccc(C)c(S(=O)(=O)N(C)C)c2)CC1	0.1	-10	-1	-10	-3	-9	10	x	2	-9
CNC(=S)NC12CC3CC(CC(C3)C1)C2	-2.6	-7	5	x	-7	-4	x	-125	3	-1
O=C1N=C(N2CCCCC2)S/C1=C\c1ccccc1F	2.5	2	13	13	-1	x	-13	-4	1	-11
O=C(O)c1ccccc1OCCN1CCCC1=O	-0.9	-29	5	6	0	x	-6	-3	-5	-3
COc1ccc(CN2C(=O)NC3(CCCC3)C2=O)cc1F	-1.3	-11	4	7	-9	3	-7	-11	3	7
Cc1cc(NC(=O)CN2C(=O)NC(C)(c3ccc(Cl)cc3)C2=O)no1 (stereo unspecified)	-0.6	-2	-12	30	-2	5	-30	-5	x	0
O=C(CN1C(=O)/C(=C2\SC(=S)N(C3CCS(=O)(=O)C3)C2=O)c2ccccc21)Nc1ccccc1 (stereo unspecified)	-0.5	-9	2	0	2	-18	0	-25	-3	4
N#Cc1cc(-c2ccccc2)nnc1Oc1ccccc1	-0.7	13	9	5	6	x	-5	-28	-2	-2
NC(=O)C1(N2CCCCC2)CCN(C(=S)Nc2ccc(F)c(Cl)c2)CC1	0.3	-4	-1	9	-3	-1	-9	1	x	-13
CCCCC(SCC(=O)Nc1ccccc1)C(=O)O (stereo unspecified)	0.3	5	-2	34	0	2	-34	-4	-1	-4
CCC(C(=O)NCCC(C)C)n1ccc2cc(S(=O)(=O)N3CCCCC3)ccc21 (stereo unspecified)	-2.3	-5	19	-12	-9	-9	12	6	-5	6
CNc1ccc([N+](=O)[O-])cc1C(=O)O	-0.7	1	-7	4	-1	-16	-4	11	-1	2
NNC(=O)c1ccc(COc2cccc3ccccc23)cc1	-2.7	-9	0	-14	-2	1	14	0	-3	-5
Further records
SMILES	CAL PDZ FP-1	PvdQ inh	Rtt109 Vps75	SR-BI uptake up	NSD2 inh	MITF TRPM1 HTS	SR-BI HDL uptake	PfHsp90 set2	CAL PDZ FP-2	dFosB act
CCOc1ccccc1NC(=O)CN(c1ccc(OC)cc1OC)S(=O)(=O)c1ccccc1[N+](=O)[O-]	0.7	-11	-2	-12	-7	1	12	-1	-3	-12
O=C(O)c1cccc(S(=O)(=O)Nc2ccc(O)cc2Sc2nc3ccccc3s2)c1	-1.4	17	2	22	2	6	-22	-4	-1	-2
Cn1cc(CNC(=O)c2ccc3nc(Cc4ccccc4F)oc3c2)cn1	-1.9	-12	-8	10	0	84*	-10	-27	-3	-11
COc1cc(C2C(C(=O)c3cccs3)=C(O)C(=O)N2c2cc(C)on2)ccc1O (stereo unspecified)	x	17	13	14	0	3	-14	2	-13	0
Oc1c(Br)cc(Br)cc1CNc1cnc2ccccc2c1	-1.4	-1	11	23	2	0	-23	-1	-3	-3
COc1ccc(CCNC(=O)CCN2C(=O)COc3ccc(C)cc32)cc1OC	-0.7	9	-4	-30	1	3	30	4	1	-7
O=C(O)C1Cc2ccccc2CN1C(=O)c1ccccc1Cl (stereo unspecified)	-4.0	-10	2	23	0	1	-23	-16	-1	3
CNC[C@@H]1Oc2c(NC(=O)Nc3ccccc3)cccc2C(=O)N([C@@H](C)CO)C[C@H]1C	-1.6	12	4	18	x	9	-18	-14	-3	-4
COc1cc(C)ccc1OCCOc1c(C)cc(Cl)cc1Cl	0.4	-18	2	-24	-1	25	24	-17	-7	7
COC(=O)C1=NN(C(=O)c2ccc(Br)cc2)C(O)(C(C)(C)C)C1 (stereo unspecified)	-1.7	-8	-8	-14	2	4	14	18	-3	-10
O=C(NCCCN1CCOCC1)c1cc(-c2ccco2)nc2ccccc12	-1.4	-12	-2	6	2	-15	-6	-5	-2	-14
C=CCN1C(=O)N(c2ccccc2)C(=O)C1CC(=O)Nc1ccc(OC)cc1 (stereo unspecified)	-0.4	1	0	6	0	13	-6	-1	-5	-2
CC1(C)C(=O)Nc2ccccc2N1C(=O)COc1ccc(C#N)cc1	-0.9	-8	1	-2	11	-10	2	-17	0	-15
CCOCCCn1c(C)nc2c(c1=O)c1nc3ccccc3nc1n2-c1ccc(C)cc1	x	14	-4	16	6	3	-16	0	3	-17
COc1ccc(C(C(=O)NCC2CCCO2)N(Cc2cccs2)C(=O)c2snc(C(N)=O)c2N)cc1 (stereo unspecified)	-2.9	-9	-6	19	x	-8	-19	-10	-8	5
Cc1cccc2c(=O)c(C(=O)NCCc3ccccc3)c[nH]c12	x	2	2	-10	-2	39	10	-5	-2	0
Brc1ccccc1Cn1c(-c2cscn2)nc2ccccc21	-2.1	3	-22	8	0	1	-8	14	x	-10

Quoted at random: 2 compounds from above
SMILES	CAL PDZ FP-1	PvdQ inh	Rtt109 Vps75	SR-BI uptake up	NSD2 inh	MITF TRPM1 HTS	SR-BI HDL uptake	PfHsp90 set2	CAL PDZ FP-2	dFosB act
Brc1ccccc1Cn1c(-c2cscn2)nc2ccccc21	-2.1	3	-22	8	0	1	-8	14	x	-10
O=C(NCCCN1CCOCC1)c1cc(-c2ccco2)nc2ccccc12	-1.4	-12	-2	6	2	-15	-6	-5	-2	-14
